High-throughput results from PubChem BioAssay.
Ba/F3 V617F tox = reduced viability of JAK2V617F-dependent Ba/F3 cells, primary screen, JAK2V617F inhibitor project, cell-based, Ba/F3 EpoR-JAK2V617F, luminescence; ATP luminescence; inhibition, % at 5.6 µM; 220,000 compounds, 1.1% hits;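 active means inhibition above the campaign mean plus 3 SD over all tested compounds, cut at about 24% in these data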;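 further: cytokine-independent growth of Ba/F3 cells driven by EpoR plus mutant JAK2; 0% = DMSO-treated cells and 100% = JAK inhibitor I control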
Calpain2 inh = inhibitors of pig calpain II, primary screen, biochemical, fluorogenic peptide substrate, 1536-well | purified calpain II, 30 min | inhibition, % at 16 µM | 220,000 compounds, 0.37% hits;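 active means inhibition above about 50%, limit read from the data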
PERK inh = block of dimerizer-induced PERK translation repression, primary screen, PERK inhibitor project, CHO PERK-DD cells, SEAP luminescence, HTS. inhibition, % at 5.6 µM. 220,000 compounds, 0.17% hits. Eukaryotic translation initiation factor 2-alpha kinase 3 (Homo sapiens), Q9NZJ5. AID 1416, 2008. CHO PERK-DD fusion, SEAP luminescence translation reporter;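 active means inhibition above the mean inhibition of all tested compounds plus 3 SD, set separately per screening campaign, cut at about 2.9% in these data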;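 further: PERK kinase domain activated by AP20187 dimerizer at 100 nM; 0% = DMSO with dimerizer and 100% = rapamycin at 8.4 µM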
Target sequence (Q9NZJ5 whole entry, looked up, the tested form may be a part): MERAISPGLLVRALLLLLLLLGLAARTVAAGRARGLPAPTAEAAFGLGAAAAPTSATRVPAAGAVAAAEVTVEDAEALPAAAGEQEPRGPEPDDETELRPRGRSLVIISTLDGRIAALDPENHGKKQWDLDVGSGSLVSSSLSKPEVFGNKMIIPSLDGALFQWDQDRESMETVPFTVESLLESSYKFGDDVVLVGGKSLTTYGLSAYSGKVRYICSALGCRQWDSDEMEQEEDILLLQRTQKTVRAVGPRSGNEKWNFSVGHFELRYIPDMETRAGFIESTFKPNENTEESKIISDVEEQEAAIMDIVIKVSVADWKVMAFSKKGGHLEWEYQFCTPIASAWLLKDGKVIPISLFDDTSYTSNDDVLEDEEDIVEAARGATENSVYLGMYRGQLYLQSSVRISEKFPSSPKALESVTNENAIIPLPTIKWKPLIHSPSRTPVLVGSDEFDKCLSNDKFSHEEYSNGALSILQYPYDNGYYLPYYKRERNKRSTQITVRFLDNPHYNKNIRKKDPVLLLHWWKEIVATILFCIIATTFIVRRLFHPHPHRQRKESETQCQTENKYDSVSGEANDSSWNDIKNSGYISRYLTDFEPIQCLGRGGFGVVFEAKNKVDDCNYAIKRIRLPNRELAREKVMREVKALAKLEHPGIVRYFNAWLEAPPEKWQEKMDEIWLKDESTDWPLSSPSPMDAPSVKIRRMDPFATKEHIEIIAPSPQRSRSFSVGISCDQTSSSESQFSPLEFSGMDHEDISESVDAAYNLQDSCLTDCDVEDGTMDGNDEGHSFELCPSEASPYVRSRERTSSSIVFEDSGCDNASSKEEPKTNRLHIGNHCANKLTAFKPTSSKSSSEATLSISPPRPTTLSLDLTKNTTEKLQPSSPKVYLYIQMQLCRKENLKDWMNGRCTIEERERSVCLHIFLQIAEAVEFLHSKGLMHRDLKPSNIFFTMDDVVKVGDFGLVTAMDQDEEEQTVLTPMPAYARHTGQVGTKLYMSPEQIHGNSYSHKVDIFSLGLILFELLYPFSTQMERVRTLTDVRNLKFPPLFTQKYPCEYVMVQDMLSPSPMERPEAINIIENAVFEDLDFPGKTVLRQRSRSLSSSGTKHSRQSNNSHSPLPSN
BaF3 parental = parental Ba/F3 cell viability inhibition, counter-screen for JAK2V617F inhibitor project, murine pro-B, CellTiter-Glo luminescence; CellTiter-Glo ATP luminescence; inhibition, % at 5.6 µM; 220,000 compounds, 1.1% hits;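 active means inhibition above a per-campaign cutoff, the mean inhibition of all tested compounds plus 3 SD, cut at about 27% in these data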;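 further: 0% = DMSO wells and 100% = JAK Inhibitor I control wells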
TRPML3 agonist = human TRPML3 channel agonists, primary screen, cell-based, HEK293 TRPML3-YFP, Fluo-8 calcium fluorescence, 3 µM; Mucolipin-3 (Homo sapiens), Q8TDD5; 100% = the carbachol control signal; activation, % at 3 µM; 220,000 compounds, 0.29% hits; AID 1448, 2008;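 active means activation above its plate's cutoff, the mean activation of the plate's test wells plus 3 SD, cut at about 12% in these data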;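 further: 0% = DMSO only wells and 100% = carbachol wells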
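Test system: TRPML3-YFP stable HEK293 cells. Doses: single point at 3 µM. Incubation: dye loading 1 h 37 °C then 30 min ambient, 125 s read. Signal: Fluo-8 calcium dye fluorescence, ex 470-495, em 515-575 nm. Measure: percent activation from peak-to-basal fluorescence ratio, scaled between DMSO and carbachol.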
S1P4 antagonist = S1P4 receptor antagonists, primary screen, cell-based | Sphingosine 1-phosphate receptor 4 (Homo sapiens), O95977 | S1P4-expressing cells, antagonist mode, reporter read-out | inhibition, % at 4.98 µM | 220,000 compounds, 0.26% hits; in the data active means inhibition above about 29%;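 further: 0% = wells stimulated with agonist and 100% = vehicle wells without agonist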
S1P4 agonist = S1P4 receptor agonists, primary screen, cell-based; 220,000 compounds, 0.35% hits; activation, % at 4.98 µM; S1P4-expressing cell line, agonist reporter assay; Sphingosine 1-phosphate receptor 4 (Homo sapiens), O95977; in the data active means activation above about 11%;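 further: 0% = DMSO vehicle and 100% = reference agonist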
zfTRPN1 agonist = zebrafish TRPN1 channel agonists, primary screen, cell-based, HEK293, calcium fluorescence. transient receptor potential cation channel N1 (TRPN1/NompC), Danio rerio. HEK293 zebrafish TRPN1-YFP, Fluo-8 calcium fluorescence; 100% = response to 87 µM carbachol. activation, % at 3 µM. 220,000 compounds, 0.18% hits. AID 1424, 2008;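 active means activation above its plate's cutoff, the mean activation of test wells on that plate plus 3 SD, cut at about 19% in these data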;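 further: 0% = DMSO alone and 100% = 87 µM carbachol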
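Control set: carbachol 87 µM as high control, DMSO as low control; system: HEK293 stable line with zebrafish TRPN1-YFP; read-out: % activation versus carbachol response; detection: intracellular calcium fluorescence with Fluo-8; doses: single test compound dose, 3 µM nominal, 0.3% DMSO; schedule: dye 1 h 37 °C plus 30 min RT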
EP2 modulator = EP2 receptor modulators, cAMP readout, primary screen, cell-based, HTRF cAMP, PGE2 stimulation; 260,000 compounds, 0.83% hits; EP2-expressing cells, cAMP HTRF FRET, PGE2 co-stimulation; induction, % at 25 µM; Prostaglandin E2 receptor EP2 subtype (Homo sapiens), P43116;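 active means compounds whose cAMP rise, as percent of the full-agonist control response, exceeds 60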;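 further: rat C6 glioma line stably carrying human EP2 under a CMV promoter; the protocol text gives 20 µM as final concentration; 100% = response of wells given 1 µM PGE2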
Active calls of the source: *; & = joins results of further samples. Rows were taken by chance; any-hit rate near 3.6%.

canonical_smiles	Ba/F3 V617F tox	Calpain2 inh	PERK inh	BaF3 parental	TRPML3 agonist	S1P4 antagonist	S1P4 agonist	zfTRPN1 agonist	EP2 modulator
NC(=O)C1=C[C@H](c2coc3ccccc3c2=O)C[C@H](OCCCCO)O1	-2	7	0.7	1	0.4	18	-0.6	-0.1	-14
Cc1ccc(-c2noc(CN(C(=O)C(c3ccccc3)c3ccccc3)C(C)C)n2)cc1	1	27	-0.1	11	0.0	-5	-1.5	1.8	35
COCCNC(=O)c1cc2cc(Cl)cc(Cl)c2oc1=O	0	6	1.7	7	1.0	-15	0.5	0.6	2
Cc1ccc(S(=O)(=O)/N=C2/C=C(Sc3ncn[nH]3)C(=O)c3ccccc32)c(C)c1	54*	28	1.0	14	1.0	-25	2.1	0.8	-61
CC1(C)Cc2c(ccc3ccccc23)/C(=C/C(=O)N2CCCCC2)N1	1	-58	-0.9	22	-0.6	-12	0.5	-2.3	-3
Cc1csc2c(SCC(=O)NNS(=O)(=O)c3cccc(C(F)(F)F)c3)ncnc12	2	21	-0.3	4	0.6	9	0.4	-0.7	17
c1ccc(Cc2noc(CN3CCN(C4CCc5ccccc5C4)CC3)n2)cc1 (stereo not given)	3	-14	-0.2	2	2.8	-11	0.8	2.2	-35
COc1cc(/C=N/N2C(=O)c3ccccc3NC2(C)c2cccc([N+](=O)[O-])c2)cc(Br)c1O (stereo not given)	1	-19	-1.3	0	-0.5	-5	-1.9	0.9	4

canonical_smiles	Ba/F3 V617F tox	Calpain2 inh	PERK inh	BaF3 parental	TRPML3 agonist	S1P4 antagonist	S1P4 agonist	zfTRPN1 agonist	EP2 modulator
CCCOC(=O)c1ccc(NC(=O)CSC2=Nc3ccccc3C3CC=NN23)cc1 (stereo not given)	0	-49	1.0	0	1.0	5	4.7	-0.3	-6
COC(=O)CNC(=O)COC(=O)/C=C/c1cccs1	-4	7	2.4	1	1.1	5	2.1	1.3	-2
O=C(Nc1cc(C(F)(F)F)ccc1N1CCOCC1)c1ccc(F)cc1	1	-18	-1.1	3	0.8	-6	0.9	0.4	48&46
COc1ccc(S(=O)(=O)N(C)CC(=O)NCc2ccco2)cc1	0	-34	-0.1	-3	-0.9	-1	-0.1	0.8	5
CN=c1oc2ccc(Cl)cc2cc1C(N)=O	-1	-8	1.7	2	0.6	-3	-1.1	0.4	19
O=C(CCCC(=O)OCC(=O)c1cccs1)Nc1ccc(F)cc1	0	13	0.3	8	0.1	-6	-0.4	1.1	-66&-47
O=C(C[n+]1ccc(Cc2ccccc2)cc1)Nc1ccccc1	2	-13	-0.2	12	0.9	-6	1.7	0.8	32
CCc1ccc(OCC(=O)N/N=C(\C)c2ccccc2OC(F)F)cc1	-4	2	1.0	-1	0.1	-16	0.8	-0.7	-36

canonical_smiles	Ba/F3 V617F tox	Calpain2 inh	PERK inh	BaF3 parental	TRPML3 agonist	S1P4 antagonist	S1P4 agonist	zfTRPN1 agonist	EP2 modulator
CCOc1ccc(-n2c(SCc3cc(=O)oc4cc(C)c(C(C)C)cc34)nnc2-c2cccnc2)cc1	7	14	-1.4	9	-0.7	7	0.1	-1.0	37
CC(/C=C1\SC(=S)N(NS(=O)(=O)c2ccc(C)cc2)C1=O)=C\c1ccccc1	-2	10	2.1	0	-1.4	23	1.1	-2.7	-6
COc1ccc(Cl)cc1NC(=O)CSc1nnc(CN2CCOCC2)n1-c1ccc(Cl)cc1	-4	-48	-0.9	1	3.8	-12	0.2	1.4	-8
CCOc1ccc(CCNC(=O)c2[nH]c(C)c(C(C)=O)c2C)cc1OCC	2	-18	0.5	5	0.9	-7	0.7	0.1	-18
Cc1ccc(-c2nsc3c(N4CCC(C(N)=O)CC4)ncnc23)cc1	1	-36	0.8	2	0.8	-14	0.2	0.6	-35
O=C(O)CC(C(=O)O)N1C(=O)/C(=C/c2ccc(-c3nc4ccccc4s3)o2)SC1=S (stereo not given)	5	6	-0.2	1	0.5	-14	-1.8	1.7	-9
CCc1nc2n[nH]c(N)c2c2c1CCCC2	1	-6	0.4	5	0.7	-22	-0.4	0.3	10
CNc1nc(Cl)nc(NC(C)(C)C)n1	-1	-26	-0.2	4	0.2	-26	1.8	0.2	14

canonical_smiles	Ba/F3 V617F tox	Calpain2 inh	PERK inh	BaF3 parental	TRPML3 agonist	S1P4 antagonist	S1P4 agonist	zfTRPN1 agonist	EP2 modulator
CN1CCN(S(=O)(=O)c2cccc(S(=O)(=O)c3cccc(S(=O)(=O)N4CCN(C)CC4)c3)c2)CC1	-1	-5	1.1	4	0.8	-24	-1.8	-0.4	-13
O=C(NCc1ccc2c(c1)OCO2)C12CN(Cc3ccccc3)CC1C(c1cccc([N+](=O)[O-])c1)=NO2 (stereo not given)	-2	-362	-1.1	1	-0.5	-7	0.4	1.2	9
CCCN(CCC)CCNC(=S)Nc1ccc2nc3n(c(=O)c2c1)CCCCC3	3	-4	-0.7	11	-0.3	-7	-0.1	5.0	-57
COC(=O)CSc1nn(-c2ccc(F)cc2)c(=S)s1	-3	2	0.2	-4	-1.0	3	1.1	-1.5	22
Cc1cccc(CSc2nnc3c(n2)[nH]c2ccccc23)c1	1	-9	0.8	-1	0.6	-1	-1.2	1.9	-25
Cn1c(=O)c(C#N)c(-c2ccccc2)n2cnnc12	4	-14	1.1	3	0.3	-4	0.9	0.6	-1
Cc1nc(NC2CCCC2)sc1C(=O)N(C)C	-3	-3	0.2	-2	0.2	10	0.9	1.3	10
O=C(COC(=O)c1cnccn1)c1ccc([N+](=O)[O-])cc1	0	-24	0.2	-2	0.4	-5	-0.5	1.1	-1

canonical_smiles	Ba/F3 V617F tox	Calpain2 inh	PERK inh	BaF3 parental	TRPML3 agonist	S1P4 antagonist	S1P4 agonist	zfTRPN1 agonist	EP2 modulator
COc1ccc(CNC(=O)c2cc(-c3cc(C)ccc3O)n[nH]2)cc1	1	-4	0.6	-4	-1.3	-16	2.1	-0.6	-101
COc1cccc(/C=N/n2c(CO)nc3ccccc32)c1OC	-3	-7	0.1	1	0.2	-16	1.3	0.2	-23
CCN1CCCC(OC(=O)c2cc(-c3ccccc3Cl)nc3ccccc23)C1 (stereo not given)	7	41	-0.1	10	-0.1	-10	0.0	-0.9	23
COc1ccc(CC(=O)NCC(=O)N/N=C/c2cc(Br)ccc2OC)cc1	2	-62	-1.2	-1	-0.1	8	-0.9	-0.3	-22
CC(=O)Nc1ccc(Oc2ccc(NC(C)=O)c(NC(C)=O)c2)cc1	1	-22	1.8	2	1.0	-12	-0.6	0.9	28
COc1ccccc1NS(=O)(=O)c1ccc(NC(=O)c2nc3ncccn3n2)cc1	-2	-19	0.9	3	1.2	-15	-1.1	-1.5	-3
O=c1oc2cc([N+](=O)[O-])ccc2nc1/C=C(O)/C=C/c1ccccc1	-1	32	-1.3	1	0.2	15	2.4	0.6	24
COc1ccc(C(=S)N2CCOCC2)cc1OC(=O)c1cc([N+](=O)[O-])c(C)c([N+](=O)[O-])c1	-3	-24	1.7	9	0.8	-20	1.4	0.4	11

canonical_smiles	Ba/F3 V617F tox	Calpain2 inh	PERK inh	BaF3 parental	TRPML3 agonist	S1P4 antagonist	S1P4 agonist	zfTRPN1 agonist	EP2 modulator
Cc1cc([N+](=O)[O-])nn1CC(=O)N1CCc2ccccc2C1	-6	14	0.7	-1	0.7	-27	-3.2	0.0	-13
O=C1C2CC=CCC2C(=O)N1c1ccc(NCCc2ccc(O)cc2)c([N+](=O)[O-])c1 (stereo not given)	-1	39	-1.0	6	2.0	-11	-1.5	3.7	-68
O=C(CCCN1C(=O)/C(=C\c2cccs2)SC1=S)Nc1ccc(C(=O)O)cc1	6	-10	0.1	6	1.4	-12	0.2	-0.1	-82
COc1ccc(CNc2nc(NCc3ccc(OC)cc3)n(C(=O)c3ccccc3[N+](=O)[O-])n2)cc1	0	8	-0.9	3	-0.9	-12	-0.5	-2.2	9
CCN(C(=O)COC(=O)COc1ccc2c(C)cc(=O)oc2c1)C1CCS(=O)(=O)C1 (stereo not given)	-1	-73	1.6	4	0.6	-6	1.1	2.9	12
CCOC(=O)C1CN(c2cc3c(cc2F)c(=O)c(C(=O)O)cn3CC)OC1C(=O)OCC (stereo not given)	-2	9	1.5	2	0.8	5	-1.2	0.6	4
Cc1ccc2c(c1)C1CN(C)CCC1N2Sc1ccccc1[N+](=O)[O-] (stereo not given)	5	23	-0.2	-6	1.7	12	-1.1	4.5	9
Cc1ccc(-c2csc3ncn(/N=C/N(C)C)c(=O)c23)o1	-4	-37	0.1	3	-0.5	-6	-0.8	0.7	-18

canonical_smiles	Ba/F3 V617F tox	Calpain2 inh	PERK inh	BaF3 parental	TRPML3 agonist	S1P4 antagonist	S1P4 agonist	zfTRPN1 agonist	EP2 modulator
O=C(N/N=C/c1cccc(OC(=O)c2ccc3c(c2)OCO3)c1)c1cncc(Br)c1	-2	-78	0.3	0	0.1	-12	0.5	-0.4	0
Cc1cc(N/N=C/c2ccco2)c2ccccc2n1	0	-50	0.1	2	-0.8	6	-1.1	-1.1	36
Cc1ccc(-n2nnnc2SCC(=O)NC2CCCc3ccccc32)c(C)c1 (stereo not given)	-2	12	-1.5	2	-0.2	-10	1.3	-2.5	-17
COC(=O)c1cnn(-c2ccccc2)c1-n1cccc1C=O	1	-6	0.6	5	-0.1	-6	-0.3	1.5	-2
C#Cc1ccc(C(=O)Nc2cc(C(N)=O)ccc2N2CCOCC2)cc1	3	-22	0.1	5	-0.9	-4	-1.1	1.1	6
Cc1nc(SCc2ccccc2)c2oc3ccccc3c2n1	-5	8	-0.9	7	0.1	0	0.2	-1.5	3
Cc1nn(C)c(Oc2cccc(Cl)c2)c1C(=O)Nc1ccc(F)cc1F	-5	-12	0.5	3	-1.2	-11	0.1	-1.4	18
FC(F)(F)c1ccc2c(c1)N1CCCC1CN2 (stereo not given)	1	14	0.6	4	0.8	-23	1.6	0.8	-2
COc1ccccc1OCC#CCn1ccnc1	-2	10	2.0	0	0.7	-4	0.0	1.2	7
